From PubChem BioAssay
Mm-Cpn inhibitor: Inhibitors of TCP-1 ring complex (TRiC) of Methanococcus maripaludis (MmCpn): qHTS | Chaperonin Mm-Cpn (Methanococcus maripaludis) | purified Mm-Cpn ATPase, ADP Transcreener TR-FRET | Potency, µM (highest dose often 76.9 µM), without a hit: at the top dose activity, negative = inhibition, usual class: inhibitors | 330,000 tested, 0.031% active; note: potency is the fitted concentration of half-maximal effect; % is set by controls: 0 for no effect and ±100 for the full control effect; nearly all actives have a fitted effect of over 80% in size
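Compound-treated chaperonin, 25 nM final, turns over 10 uM ATP at 37°C for 30 min following a 10 min preincubation; ADP generated competes with ADP-d2 for Eu-cryptate antibody, lowering FRET.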
EPAC2 antagonist: qHTS for Antagonist of cAMP-regulated guanine nucleotide exchange factor 2 (EPAC2): primary screen. Rap guanine nucleotide exchange factor 4 (Homo sapiens), Q8WZA2. EPAC2 GEF exchange of Rap1B-BODIPY-GDP, fluorescence. Potency, µM (doses to about 114 µM), without a hit: top-dose activity, negative = inhibition, actives largely listed as inhibitors. 360,000 tested, 0.18% active. AID 720708, 2013; note: potency is the fitted concentration of half-maximal effect; % is set by controls: 0 for no effect and ±100 for the full control effect; nearly all actives have a fitted effect of over 45% in size; many of its hits are not listed in these tables
Target sequence (Q8WZA2 whole entry, looked up): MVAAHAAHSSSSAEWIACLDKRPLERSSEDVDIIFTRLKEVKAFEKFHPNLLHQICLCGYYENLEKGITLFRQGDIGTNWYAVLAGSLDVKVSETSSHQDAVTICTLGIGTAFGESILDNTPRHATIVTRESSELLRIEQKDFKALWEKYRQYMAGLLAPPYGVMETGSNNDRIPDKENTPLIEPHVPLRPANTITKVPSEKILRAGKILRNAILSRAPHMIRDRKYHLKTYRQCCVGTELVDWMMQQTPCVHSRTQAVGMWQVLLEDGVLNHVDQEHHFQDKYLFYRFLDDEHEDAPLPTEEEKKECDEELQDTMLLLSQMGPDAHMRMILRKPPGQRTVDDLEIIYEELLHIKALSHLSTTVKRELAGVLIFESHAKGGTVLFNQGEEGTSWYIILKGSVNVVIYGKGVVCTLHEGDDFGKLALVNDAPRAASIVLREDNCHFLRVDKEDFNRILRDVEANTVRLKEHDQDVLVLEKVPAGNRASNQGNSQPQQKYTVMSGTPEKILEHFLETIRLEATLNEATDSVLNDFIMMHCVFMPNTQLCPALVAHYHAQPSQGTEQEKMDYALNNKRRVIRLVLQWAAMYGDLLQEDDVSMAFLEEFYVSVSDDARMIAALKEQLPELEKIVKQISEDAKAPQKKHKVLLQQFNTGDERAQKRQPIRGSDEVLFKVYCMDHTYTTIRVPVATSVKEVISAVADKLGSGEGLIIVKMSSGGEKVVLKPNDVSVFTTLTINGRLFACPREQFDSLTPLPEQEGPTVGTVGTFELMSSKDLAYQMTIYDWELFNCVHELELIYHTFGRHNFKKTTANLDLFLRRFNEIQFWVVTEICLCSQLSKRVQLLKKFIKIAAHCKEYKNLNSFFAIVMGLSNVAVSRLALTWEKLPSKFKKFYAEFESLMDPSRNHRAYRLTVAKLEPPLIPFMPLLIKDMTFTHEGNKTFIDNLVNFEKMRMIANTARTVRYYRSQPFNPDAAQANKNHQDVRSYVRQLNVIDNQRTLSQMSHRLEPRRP
Nrf2 inh: Nrf2 qHTS screen for inhibitors; Potency, µM (doses to about 46 µM), without a hit: at the highest dose activity change, negative = inhibition, actives largely listed as inhibitors; 360,000 tested, 2.1% active; A549 ARE-Fluc reporter, luciferase luminescence, 18-24 h; AID 504444, 2011; note: potency is the fitted concentration of half-maximal effect; % is set by controls: 0 for no effect and ±100 for the full control effect; nearly all actives have a fitted effect of over 60% in size
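A549 ARE_Fluc cells, 5000/well, 5% FBS OPTI-MEM; compounds in dose-response, 18-24 h at 37 °C/5% CO2; CellTiter-Fluor viability read (Ex 405/Em 525), then BugLite luciferase luminescence = Nrf2 activity.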
Akt phos inh: HTS Assay for Inhibitors of Akt Phophorylation: Primary Screen. Neuro2A IGF-stimulated pAkt S473 HTRF, 20 min; stronger effect = lower value. activity change, % for hits at 50 µM. 360,000 tested, 0.32% active; in the data active = activity change below about -80%; inconclusive = mostly about -51% to -80%; note: % is set by controls: 0 for no effect and ±100 for the full control effect
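Neuro2A cells (4,500/well, DMEM with 0.5% FBS) were treated with compound at a single 50 µM final concentration, stimulated with 6 nM IGF for 20 min at 37 °C, and lysed. Phospho-Akt Ser473 was read by HTRF as 665/615 ratio ×10^4.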
CCT chaperon mod: High-Throughput Screening for Modulators of Cytosolic Chaperonin Activity. purified chaperonin ATPase assay, HTRF ADP detection, 30 min. activity change, % (concentration not given with the values), hits read low. 360,000 tested, 0.3% active; in the data active = activity change below about -30%; note: % is set by controls: 0 for no effect and ±100 for the full control effect
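First, chaperonin was dispensed at 40 nM or 20 nM final depending on batch activity. Next, compounds were pinned at 76 uM and ATP added at 10 uM. After 30 min at 37 °C, ADP detection reagents ran 30 min at ambient temperature.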
EPAC2 ag: qHTS for Agonist of cAMP-regulated guanine nucleotide exchange factor 4 (EPAC2): primary screen; EPAC2 activation, biochemical qHTS; response scale: 100% = 6.5 mM cAMP response; 360,000 tested, 0.079% active; Rap guanine nucleotide exchange factor 4 (Homo sapiens), Q8WZA2; Potency, µM (top dose mostly 154 µM), inactives show at the highest dose activation, hits mostly activators; note: potency is the fitted concentration of half-maximal effect; nearly all actives have a fitted effect of over 50% in size
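Each well held 100 nM EPAC2, 250 nM RAP1B-BODIPY-GDP and 50 uM GDP. Fluorescence, read at 5-min intervals to 30 min, was referenced to a 6.5 mM cAMP positive control.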
A549 viability: Nrf2 qHTS screen for inhibitors: counterscreen for cytotoxicity. Potency, µM (highest dose often 46 µM), without a hit: at the top dose activity change, negative = cytotoxicity, most hits filed as inhibitors. 390,000 tested, 0.16% active. A549 ARE-Fluc cells, CellTiter-Fluor viability, 18-24 h; note: potency is the fitted concentration of half-maximal effect; % is set by controls: 0 for no effect and ±100 for the full control effect
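A549 ARE_Fluc cells in 5% FBS OPTI-MEM were exposed to compounds in concentration-response for 18-24 h at 37 deg C. Viability was read by CellTiter-Fluor fluorescence (Ex 405/Em 525) after 30 min, before the luciferase read.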
Nrf2 ARE act: qHTS of Nrf2 Activators; AREc32 ARE-luciferase reporter (MCF7-derived line), luminescence, 24 h; Potency, µM (titrated, usually from 46.1 µM), for inactives: at the highest dose activation, hits mostly activators; 410,000 tested, 0.31% active; note: potency is the fitted concentration of half-maximal effect; % of control where 0% means no effect; nearly all actives have a fitted effect of over 65% in size
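Steps: seed AREc32_Fluc cells (1000/well, 5% FBS OPTI-MEM); incubate overnight at 37 deg C; add 23 nL compound; incubate 24 hr; add Steady-Glo; hold 30 min RT; read luminescence.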
TGFb inhibitor: qHTS for Inhibitors of TGF-b | 410,000 tested, 1.2% active | HepG2 CAGA-GFP TGF-b/SMAD3 reporter, GFP fluorescence, 18 h; TGF-beta stimulated, 500 pg/mL final | AID 588855, 2011 | Potency, µM (highest dose often 46.1 µM), inactives show at the top dose activity, negative = inhibition, usual class: inhibitors; note: potency is the fitted concentration of half-maximal effect; % is set by controls: 0 for no effect and ±100 for the full control effect; nearly all actives have a fitted effect of over 65% in size
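Cell-based qHTS in HEPG2 carrying a CAGA-GFP Smad reporter; compounds added before 500 pg/mL final TGF-beta, 18 h incubation at 37 degrees C, GFP fluorescence quantified per cell by imaging cytometry.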
Numbers without * were called inactive; i = inactive; ? = inconclusive; · = not tested or not shown; [ ] = dose if it differs, or a comment. Unless noted, calls come from the whole dose curve; as a rule, active = well fitted curve in the direction sought with a large enough effect; inconclusive = small, poorly fitted or top-dose-only effect, or another doubt; inactive = no such curve, though single readings can be large; an effect the other way counts as inactive or inconclusive.

The line under a structure holds: Mm-Cpn inhibitor, EPAC2 antagonist, Nrf2 inh, Akt phos inh, CCT chaperon mod, EPAC2 ag, A549 viability, Nrf2 ARE act, TGFb inhibitor
CCOC(=O)CN=C1CC(C)(C)CC2=C1Sc1ncnc(N(C)C)c1N2
  -12%, -10%, -3%, i, 0.3, -4%, -8%[1.84 µM], 0.4%, -13%
O=C(NC1CCCCC1)c1cc(S(=O)(=O)N2CCCCC2)ccc1N1CCOCC1
  2%, -3%, -33%, i, -1.2, 2%, -4%, -1.3%, 8%
COc1ccccc1C(=O)NNC(=O)CCC(=O)NCc1ccccc1
  1%, -4%, 3%, i, -1.2, -1%, 0%, 6.1%, 18%
OCc1cc(-c2ccccn2)no1
  1%, 8%, 15%, i, 0.3, -1%, 0%, 0.0%, 13%
CS(=O)(=O)Nc1ccc2c3c(cccc13)CC2
  0%, 3%, 4%, i, -3.4, -2%, -2%, 3.9%, -6%
CC[C@@H](C)[C@@H]1CN([C@@H](C)CN2CCC[C@H]2CN2C(N)=NC[C@H]2CC(C)C)C(=N)N1CCCC1CCCC1
  3%, 13%, 7%, i, -0.8, 7%, 5%, -0.9%, 1%
Cc1nnc(NC(=O)CSc2nnc3c(n2)[nH]c2ccccc23)s1
  ·, ·, 10%, ·, ·, ·, ?, 8.4%, 6%
CCCCNC(=O)C1(C)CCN1C(=O)c1ccc(C(F)(F)F)nc1C (stereo not drawn)
  ·, -2%, ·, i, 0.4, 11%, ·, -0.2%, -2%
Cc1cc(Cl)nc2ccc(Cc3ccc4nc(Cl)cc(C)c4c3)cc12
  -1%, 8%, ?, i, -0.3, 8%, 1%, 0.8%, 1%
Cc1ccc(-c2onc(C)c2C)cc1S(=O)(=O)Nc1ccc(Cl)cn1
  ·, ·, ?, ·, ·, ·, 0%, 0.1%, 0%
COc1cc(OC)c(NC(=O)CCc2c(C)nc3cc(-c4ccccc4OC)nn3c2C)cc1Cl
  ·, ·, 1%, ·, ·, ·, 0%, -0.2%, ?
CCCCCN(C(=O)CCC(=O)OCc1cccc(Cl)c1)c1c(N)n(CCCC)c(=O)[nH]c1=O
  0%, 0%, -11%, i, -8.5, -18%, -2%, 0.2%, 0%
CCC(C)[C@H](NC(=O)N1CCC(Cc2ccccc2)CC1)C(=O)O (stereo partly drawn)
  0%, 9%, -2%, i, -0.9, -5%, 0%, -0.1%, -9%
CCC(C)NCC(=O)Nc1ccc(S(N)(=O)=O)cc1 (stereo not drawn)
  2%, 0%, -9%, i, -2.4, 4%, -3%, 0.2%, 6%
CCC(=O)Nc1ccc(C(=O)CSc2nnc(-c3ccc(O)cc3)n2CC2CCCO2)cc1 (stereo not drawn)
  -1%, -2%, ·, i, 0.8, 0%, 7%, -0.5%, 4%

Later entries.
The line under a structure holds: Mm-Cpn inhibitor, EPAC2 antagonist, Nrf2 inh, Akt phos inh, CCT chaperon mod, EPAC2 ag, A549 viability, Nrf2 ARE act, TGFb inhibitor
Cc1nn(C)c(C)c1/C=N/NC(=O)CCn1nc(C)c([N+](=O)[O-])c1C
  -1%, -7%, -21%, i, -2.0, 2%, 15%, -0.2%, -5%
COc1ccccc1N(CC(=O)NCCSc1ccccc1)S(=O)(=O)c1ccccc1
  ·, -4%, 3%, i, -0.9, 15%, -12%, -0.5%, -22%
COC(=O)c1scc(C)c1N/N=C(\C)c1ccc(F)cc1
  -1%, 17%, 7%, i, 0.6, -5%, -13%, ?, ?
O=C(CSc1nnc(NC(=O)c2ccccc2C(=O)O)s1)Nc1ccccc1Cl
  -4%, 5%, 0%, i, 0.5, 6%, 2%, -0.2%, 19%
COc1ccc2nc(NC(=O)c3ccc(Br)s3)sc2c1
  -6%, 3%, 3%, i, -4.3, 3%, -11%, 7.2%, -3%
FC(F)Oc1cccc(NC(=S)N2CCN(c3ccccn3)CC2)c1
  -3%, -3%, ?, i, -3.5, 2%, -1%, 1.8%, ?
CCc1nnc(NC(=O)CSc2nnc(CNc3ccc(C)cc3)n2C)s1
  -1%, -6%, 5%, i, 0.4, 7%, 6%, -0.4%, 1%
Nc1c(C(=O)Nc2ccccc2)sc2nc3c(c(-c4ccco4)c12)CCCC3
  -2%, 2%, ?, i, 0.1, -3%, -5%, 0.1%, 2%
CC(C)(C)c1ccc(CSc2nnc(-c3ccccn3)n2Cc2ccco2)cc1
  2%, -19%, ?, i, -2.2, 6%, ?, 7.4%, ?
CC(=O)N/C(=C\c1ccccc1)C(=O)OCC(=O)c1c(N)n(C)c(=O)n(C)c1=O
  -3%, -14%, 14%, i, 1.9, -4%, 1%, 0.0%, -2%
Cc1ccc(NC(=O)NC2=N/C(=C(/C#N)C(=O)N3CCCC3)c3ccccc32)cc1
  1%, 12%, ?, i, 0.1, -1%, -5%, 0.4%, 5%
CC1=C(C(=O)Nc2cc(C(=O)N3CCN(c4cccc(C)c4C)CC3)ccc2C)SCCO1
  0%, -8%, ?, i, -3.7, 11%, -12%, -1.6%, ?
COc1ccc(N(CC(=O)Nc2cc(C)cc(C)c2)S(=O)(=O)c2ccccc2[N+](=O)[O-])c(OC)c1
  1%, -1%, -11%, i, -2.7, -2%, 9%, -1.8%, -1%
Cc1cccc(NC(=O)CNC(=O)C23CC4CC(CC(Cl)(C4)C2)C3)n1
  0%, -14%, -14%, i, 0.5, -1%, 3%, -0.2%, 18%
Cc1cccc(N2CCN(S(=O)(=O)c3ccc4c(c3)n(C)c(=O)c(=O)n4C)CC2C)c1 (stereo not drawn)
  3%, 18%, 0%, i, -2.5, -4%, -13%, 0.2%, -7%

(next part)
molecule | Mm-Cpn inhibitor | EPAC2 antagonist | Nrf2 inh | Akt phos inh | CCT chaperon mod | EPAC2 ag | A549 viability | Nrf2 ARE act | TGFb inhibitor
CCCCn1c(N)c(N(CC(C)C)C(=O)CC(NC(=O)c2ccccc2)c2ccccc2)c(=O)[nH]c1=O (stereo not drawn) | -3% | 5% | -6% | i | 1.5 | 1% | 0% | -0.2% | -7%
COc1cc(NC(=O)CN2c3ccccc3S(=O)(=O)c3ccccc32)cc(OC)c1 | · | · | ? | · | · | · | -2% | 0.7% | -18%
COC(=O)c1sccc1N/N=C/c1ccc(OC)c(OC)c1OC | -1% | -18% | ? | i | -2.1 | 19% | 3% | 8.3% | -2%
CC(C)N1C(=O)CCC1C(=O)N1CCC(Cc2ccccc2)CC1 (stereo not drawn) | 2% | 6% | -9% | i | -2.9 | 7% | 7% | -1.6% | -45%
COc1cccc(CNC(=O)C2CCC(CNS(=O)(=O)c3cccc4nsnc34)CC2)c1 (stereo not drawn) | 0% | -5% | 4% | i | -24 | 17% | 0% | 0.4% | -3%
O=C(Cc1ccc(F)cc1)Nc1c2c(nn1-c1cccc(Cl)c1)CS(=O)C2 (stereo not drawn) | 0% | -1% | 1% | i | -0.4 | 5% | 0% | -0.1% | -17%
CCOc1ccc(CCNC(=O)COc2cccc(-n3cnnn3)c2)cc1OCC | -3% | 10% | -2% | i | 1.0 | 4% | 1% | 0.2% | 22%
Cn1[nH]c2c(c1=O)[C@H](c1ccc(F)cc1)O[C@H](CCc1ccccc1)C2 | · | -3% | · | i | -0.6 | 4% | · | 2.8% | ?

(next part)
molecule | Mm-Cpn inhibitor | EPAC2 antagonist | Nrf2 inh | Akt phos inh | CCT chaperon mod | EPAC2 ag | A549 viability | Nrf2 ARE act | TGFb inhibitor
CCCCNC(=S)NNC(=O)C1=NN(c2cc(C)ccc2C)C(=O)CC1 | 4% | -10% | ? | i | -0.3 | 7% | 1% | -0.1% | -14%
CCCCN(C)C(=O)c1cc2cc([N+](=O)[O-])cc(OC)c2oc1=O | 2% | 4% | 0% | i | -6.6 | 17% | ? | 2.6% | 6%
O=C(NCCCC(=O)N1CCCCC1)c1ccc(Cl)cc1 | 0% | 14% | 0% | i | -2.5 | 8% | 3% | -0.3% | 11%
CCOC(=O)c1ccc(N=C2SC(C(=O)NCCc3ccccc3)CC(=O)N2C)cc1 (stereo not drawn) | 4% | -1% | -3% | i | -1.1 | -6% | 2% | -0.6% | -3%

This is a subset, so the mix of outcomes need not match the whole.
